HIF-2a block – HIF-2a inhibition; 786-0 RCC cells HIF-2a reporter, luciferase luminescence, overnight; inhibition, % at 18.8 µM; 360,000 compounds, 0.72% hits;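 active = inhibition of the luminescence signal of 40% or more relative to plate controls, in a single-dose primary screen at 18.75 µM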
TRPM1 prom inh – MITF TRPM1 promoter inhibition in SK-MEL-5 cells. SK-MEL-5 TRPM1 promoter luciferase, 24 h. inhibition, % at 12.5 µM. 330,000 compounds, 0.83% hits;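 active = mean inhibition across replicates of 60% or more, whatever share of single replicates reaches that level; inconclusive = some that reach 60%, reason not given; inactive = mean inhibition across replicates below 60%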; also: values of inactives mirror those of a sister screen read the other way
Peg3 promoter – inhibitors of Peg3 promoter; HeLa PEG-Prom luciferase reporter, luminescence, overnight; inhibition, % at 20 µM; 360,000 compounds, 1.7% hits; AID 588405;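 active = inhibition of at least 50% at 20 µM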
NR2E3 ag-1 – activates human NR2E3 receptor; inhibition of corepressor binding, % at 3.98 µM; CHO-S Gal4-NCOR/VP16-NR2E3 two-hybrid, luciferase; Q9Y5X4; 360,000 compounds, 0.35% hits; AID 602229;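 active = inhibition above the mean of all tested compounds plus 3 SD, cut at about 70% in these data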;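 also: 0% = DMSO with NR2E3 transfected cells and 100% = cells lacking NR2E3 construct; higher means lower luciferase signal from less NR2E3 corepressor binding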
Target sequence (Q9Y5X4 whole entry, looked up, the tested form may be a part): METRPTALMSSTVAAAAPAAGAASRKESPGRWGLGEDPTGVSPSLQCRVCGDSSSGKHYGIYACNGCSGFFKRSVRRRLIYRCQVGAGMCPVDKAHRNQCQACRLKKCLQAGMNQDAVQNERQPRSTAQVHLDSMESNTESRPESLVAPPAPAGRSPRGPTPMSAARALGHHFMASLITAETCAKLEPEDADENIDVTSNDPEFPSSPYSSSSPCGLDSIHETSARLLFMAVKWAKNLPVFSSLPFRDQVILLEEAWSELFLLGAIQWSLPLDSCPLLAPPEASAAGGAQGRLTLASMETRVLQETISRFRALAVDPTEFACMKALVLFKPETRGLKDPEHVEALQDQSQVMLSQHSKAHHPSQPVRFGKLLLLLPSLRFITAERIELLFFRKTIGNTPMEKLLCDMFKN
PDI inh – blocks human protein disulfide isomerase activity; P07237; 350,000 compounds, 0.052% hits; AID 588391; PDI insulin aggregation turbidity, A650, 90 min; inhibition, % at 10 µM;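 active = mean inhibition across replicates of 30% or more, whatever share of single replicates reach that level; inconclusive = mean inhibition below 30% while every single replicate reaches 30%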;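 also: absorbance from insulin aggregation driven by PDI reduction with DTT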
Target sequence (P07237 whole entry, looked up): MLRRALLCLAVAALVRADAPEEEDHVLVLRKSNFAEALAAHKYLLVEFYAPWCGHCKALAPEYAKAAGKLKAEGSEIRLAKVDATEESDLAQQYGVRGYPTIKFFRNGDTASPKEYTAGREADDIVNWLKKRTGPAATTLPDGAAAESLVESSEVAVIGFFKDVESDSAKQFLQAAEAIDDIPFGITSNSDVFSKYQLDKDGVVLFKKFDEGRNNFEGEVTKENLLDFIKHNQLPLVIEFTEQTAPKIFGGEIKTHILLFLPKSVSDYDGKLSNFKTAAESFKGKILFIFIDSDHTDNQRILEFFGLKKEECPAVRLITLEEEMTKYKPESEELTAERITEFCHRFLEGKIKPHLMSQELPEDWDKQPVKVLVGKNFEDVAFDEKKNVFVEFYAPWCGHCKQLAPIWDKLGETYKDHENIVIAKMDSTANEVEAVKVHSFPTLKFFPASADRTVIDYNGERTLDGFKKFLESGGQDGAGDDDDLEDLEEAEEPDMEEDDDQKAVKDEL
aDG glyco up – alpha-DG glycosylation activation. Pro5-aDG cells, alpha-DG glycosylation AlphaScreen (IIH6); 0% Pro5, 100% B10-LARGE cell signal. activation, % at 10 µM. 360,000 compounds, 0.22% hits;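 active = activation of at least 8% versus controls, or a plate z-score of at least 8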;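 also: Pro5 are CHO cells carrying HIG-tagged alpha-DG that lacks glycosylation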
Exocytosis inh – lytic granule exocytosis inhibition | 360,000 compounds, 0.66% hits | TALL-104 LAMP-1 surface exposure, flow cytometry; cells stimulated with thapsigargin and PMA | inhibition, % at 10 µM;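 active = inhibition above about 55%, limit read from the data; inconclusive = no clear call, values can overlap the other calls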
NR2E3 ag-2 – agonists of human nuclear receptor NR2E3; GST-NR2E3/biotin-RetCOR TR-FRET, 1536-well; inhibition of corepressor binding, % at 4.78 µM; 320,000 compounds, 0.12% hits; AID 2300;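 active = percent inhibition above the cutoff of mean plus 3 SD of all tested compounds, set per screening campaign, cut at about 20% in these data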;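 also: 0% = DMSO wells and 100% = biotin wells as full block of FRET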
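system = GST-tagged NR2E3 plus biotinylated RetCOR corepressor | input = 1.35 nM GST-NR2E3 | also added = 7 nM biotin-RetCOR | schedule = 5 h incubation at 4 °C | measured by = TR-FRET with europium anti-GST and streptavidin-D2, 340 nm excitation | read-out = percent loss of FRET ratio relative to control wells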
CaV13 FRET inh – Disruptors of the CACNA1D IQ motif to Ca2+-dependent inactivation inhibitor domain association, primary screening, Förster resonance energy transfer in intact living …. HEK cells, CFP/YFP FRET ICDI-IQ, plate reader, 10 min; percent FRET-ratio fall versus neutral wells. inhibition, % at 12.3 µM. 340,000 compounds, 0.098% hits. AID 743397;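 active = mean replicate inhibition of at least 30% and at least 1% of replicates passing that level; inconclusive = only one of the two criteria is met; inactive = neither criterion is met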;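 also: 0% = median of the neutral control wells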
hiPSC survival – increases survival of single human iPS cells; survival enhancement, % at 20 µM; 360,000 compounds, 0.044% hits; hiPSC single-cell survival, ATPlite luminescence; 100% = ROCK inhibitor wells, 0% = DMSO; AID 602274; in the data active = survival enhancement above about 18%;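 also: cells exposed to compounds for 16 hours before the ATP read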
Vif inh – blocks HIV Vif function. HEK293T cells, Vif self-association by quenched fluorescence, imaging, 24 h. inhibition, % at 7.49 µM. 340,000 compounds, 0.35% hits. AID 602346; in the data active = inhibition above about 50%, passing the limit was not always enough; inconclusive = no clear call, values can overlap the other calls; inactive = below about 31%; also: some results filed as inactive read as strong as hits
* = called active by the depositor; ? = inconclusive; nt = no result given.

compound | HIF-2a block | TRPM1 prom inh | Peg3 promoter | NR2E3 ag-1 | PDI inh | aDG glyco up | Exocytosis inh | NR2E3 ag-2 | CaV13 FRET inh | hiPSC survival | Vif inh
O=C(Nc1c2c(nn1-c1ccc([N+](=O)[O-])cc1)CS(=O)(=O)C2)c1ccco1 | -3 | -6 | -2 | 0 | 1 | -0.2 | -1 | -5 | -2 | 0.2 | 0
Cc1ccnc2nc(C(=O)OCC(=O)N3CCc4ccccc43)nn12 | 14 | 20 | -2 | -3 | -3 | 0.4 | -3 | 1 | -4 | 7.9 | 12
Cc1cccn2c(=O)c3cc(C(=O)N4COCC4(C)C)sc3nc12 | -201 | nt | -138 | 3 | -4 | -0.1 | -13 | 0 | -8 | -0.7 | -2
Cc1ccc(NC(=O)N2CCCC2C(=O)NCC2CCCO2)cc1 (stereo not given) | 3 | 5 | -10 | -25 | -1 | 0.1 | -7 | -2 | -5 | 4.9 | -1
CCCCn1c(SCC(=O)NCc2ccco2)nc2c1c(=O)n(C)c(=O)n2C | 5 | -8 | 6 | -8 | 6 | -0.3 | -4 | 5 | nt | -2.8 | -5
COc1ccc(CC(C)CC(=O)NCCc2ccc(OC)c(OC)c2)cc1 (stereo not given) | 4 | 16 | 25 | -7 | 2 | 0.1 | 10 | 1 | -4 | 0.0 | -4
Cc1ccc(C(=O)NN2C(=O)C3C4c5ccccc5C(c5ccccc54)C3C2=O)cc1 (stereo not given) | 17 | 11 | 22 | -17 | 10 | 0.2 | 2 | 2 | -4 | 0.6 | 0
CON(C)c1nc(OCC#N)nc(N(C)C)n1 | 15 | 4 | -6 | -13 | -2 | 0.1 | 4 | 0 | -1 | -1.6 | -1
CN1C(=O)/C(=C/c2ccccc2OCc2ccccc2F)NC1=S | 2 | -5 | 7 | -1 | -2 | -0.2 | -2 | 1 | -1 | 2.6 | -2
COc1ccc(C)cc1N(C(=O)c1ccco1)C(C(=O)NC1CCCC1)c1cc(OC)c(OC)c(OC)c1 (stereo not given) | 9 | -6 | 1 | -34 | 2 | 0.3 | 8 | -1 | -7 | -0.4 | 12
CC(C)N1C(=O)CN(C2CCCCCC2)C(=O)C1c1ccccc1F (stereo not given) | -122 | -8 | -112 | -90 | 3 | 0.0 | 2 | 4 | -7 | -1.6 | 23
COc1cc(NC(=O)C2CCCN2S(=O)(=O)c2ccc3c(c2)CC(C)N3C(C)=O)cc(OC)c1 (stereo not given) | -6 | 5 | 1 | -3 | -5 | -0.1 | -1 | 0 | -16 | 1.4 | -1
O=c1c2ccccc2ncn1C1CCCCC1 | -14 | -8 | -29 | -12 | -5 | 0.1 | -2 | 0 | -8 | 2.4 | 2
CC(C)(C)CC(C)(C)n1nnnc1N | 1 | -10 | -6 | 16 | -3 | 0.3 | -3 | nt | -6 | 0.7 | -4
CCN1CCN(C(=O)CCN2C(=O)c3ccccc3S2(=O)=O)CC1 | 5 | -1 | 8 | -3 | 8 | 0.0 | -1 | 0 | -5 | 0.1 | -5
O=C(O)C1=C[C@H](C2CC2)C[C@H](OCc2ccc(CO)cc2)O1 | 0 | -5 | -6 | 14 | 6 | 0.4 | -7 | 4 | -6 | 1.1 | 27
O=C(O)CCCn1cc(NC(=O)COc2cccc(Cl)c2)cn1 | 14 | 2 | 4 | -5 | 15 | -0.1 | -1 | 8 | -6 | 0.0 | 4
COc1ccc(NC(=O)CCNC(=O)c2ccc([N+](=O)[O-])cc2)cc1S(=O)(=O)N1CCOCC1 | 11 | 11 | 6 | -6 | -6 | -0.1 | 0 | nt | -6 | 1.6 | -3
COc1cc(C(=O)NCc2nnc(SCC(=O)NCCc3ccccc3)o2)cc(OC)c1OC | 3 | 8 | 5 | 1 | 1 | -0.2 | -12 | 1 | -3 | -0.7 | -6
CC(C)CC(CO)NS(=O)(=O)c1cccc(Cl)c1F (stereo not given) | -17 | -6 | -2 | -21 | 0 | 0.2 | 6 | nt | -5 | 2.1 | -5
O=C(CSCc1cc(=O)n2ccsc2n1)Nc1ccccc1 | 6 | 10 | -8 | 24 | 10 | -0.1 | -3 | -1 | -15 | -0.1 | -6
CC(C)COC(=O)NC1c2ccccc2Oc2ccccc21 | 14 | 5 | 18 | 1 | 3 | -0.1 | 4 | 0 | -6 | 1.6 | -11
COc1ccc(C(CNC(=O)c2ccc(S(=O)(=O)N(C)C)cc2)N(C)C)cc1 (stereo not given) | -5 | -18 | -9 | -1 | 4 | -0.1 | 0 | 1 | 1 | 3.1 | 2
COc1ccc(NC(=O)/C(C#N)=C\c2ccc(OCc3ccc(C(=O)O)cc3)c(OC)c2)cc1 | 25 | 3 | -42 | 0 | -9 | 0.2 | -4 | 3 | 3 | 4.7 | -10
COc1ccc(OC)c(C(Nc2ccccc2)P(=O)(OC(C)C)OC(C)C)c1 (stereo not given) | 11 | nt | 11 | 16 | -4 | 0.0 | -1 | 0 | -16 | 0.2 | 1

Individual results from the entries so far.
COc1ccc(C)cc1N(C(=O)c1ccco1)C(C(=O)NC1CCCC1)c1cc(OC)c(OC)c(OC)c1 (stereo not given) – NR2E3 ag-1 = -34
O=C(O)CCCn1cc(NC(=O)COc2cccc(Cl)c2)cn1 – Vif inh = 4

(continued)
Results follow in this order: HIF-2a block	TRPM1 prom inh	Peg3 promoter	NR2E3 ag-1	PDI inh	aDG glyco up	Exocytosis inh	NR2E3 ag-2	CaV13 FRET inh	hiPSC survival	Vif inh
O=C(O)c1c(Cl)cccc1Cl
    4	4	0	-16	nt	-0.1	-3	2	nt	1.8	-5
CCOC(=O)C1CCN(Cc2c(F)cccc2Cl)CC1
    10	4	9	1	13	0.0	-3	-5	-6	-0.9	nt
CCOc1ccc(CCNC(=O)c2oc3c(c2C)-c2[nH]ncc2CC3)cc1OCC
    13	-7	20	-14	nt	0.0	8	-3	-6	3.3	0
COCCn1c(=O)[nH]c2cc(C(=O)Nc3cc(C)cc(C)c3)ccc2c1=O
    -2	2	20	7	-7	0.0	-6	4	-3	0.2	5
CC1=C(C#N)C(c2cn(-c3ccccc3)nc2-c2cccs2)C(C#N)=C(C)N1
    16	14	-11	8	-5	0.5	7	0	nt	1.9	2
COCCCNC(=O)CCc1ccc(S(=O)(=O)Nc2ccc(C)cc2)cc1
    22	17	10	-11	11	-0.3	5	-2	-12	1.2	-2
CCOC(=O)c1sc(-c2ccc(C(F)(F)F)cc2)nc1O
    -3	13	-21	3	4	0.0	3	1	-21	-0.4	10
CCOC(=O)c1nn(-c2ccc(Cl)cc2)c(=O)c(C#N)c1C
    11	0	-12	9	-10	0.0	-13	4	-5	0.3	4
CCC1(CC)CNC(=O)NC1
    0	1	-9	1	4	0.0	-1	nt	-9	-1.4	0
Cc1ccc(Oc2ccc(C=O)cn2)cc1
    -33	-14	-86	-28	-2	-0.2	0	-1	-3	1.8	23

Rewritten as labelled records: entries from further up.
CCOC(=O)c1sc(-c2ccc(C(F)(F)F)cc2)nc1O
  HIF-2a block = -3; TRPM1 prom inh = 13; Peg3 promoter = -21; NR2E3 ag-1 = 3; PDI inh = 4; aDG glyco up = 0.0; Exocytosis inh = 3; NR2E3 ag-2 = 1; CaV13 FRET inh = -21; hiPSC survival = -0.4; Vif inh = 10
CCOC(=O)c1nn(-c2ccc(Cl)cc2)c(=O)c(C#N)c1C
  HIF-2a block = 11; TRPM1 prom inh = 0; Peg3 promoter = -12; NR2E3 ag-1 = 9; PDI inh = -10; aDG glyco up = 0.0; Exocytosis inh = -13; NR2E3 ag-2 = 4; CaV13 FRET inh = -5; hiPSC survival = 0.3; Vif inh = 4

(next part)
Results follow in this order: HIF-2a block	TRPM1 prom inh	Peg3 promoter	NR2E3 ag-1	PDI inh	aDG glyco up	Exocytosis inh	NR2E3 ag-2	CaV13 FRET inh	hiPSC survival	Vif inh
COc1ccc(N2CCN(C(=O)c3ccc4c(c3)NC(=O)C(CSCc3ccccc3F)N4)CC2)cc1 (stereo not given)
    -8	nt	6	9	8	-0.3	13	nt	-10	3.0	3
CC(C)(C)C1CCc2c(sc(NC(=O)c3ccncc3)c2C(N)=O)C1 (stereo not given)
    -128	-56	-97	-31	-2	0.0	4	3	-5	0.8	-11
CCOC(=O)C1=C(N2CCCCC2)c2cc3c(n2C1=O)CCCC3
    -6	13	-6	-3	1	-0.6	-2	0	nt	3.5	-13
O=C(NCc1cccnc1)c1cccnc1Sc1ccc(Cl)cc1
    6	-5	5	3	8	0.1	1	-1	-7	2.5	4
Cc1nn(CC2CC2)c(=O)n1-c1ccccc1F
    16	4	3	-11	10	0.1	-2	-1	3	-0.3	7
Cc1ccccc1Cn1ccc(-c2ccc(Cl)cc2)c(C#N)c1=O
    16	-8	24	3	6	0.3	1	-1	nt	-1.1	-2
COc1cc(C(=O)NCc2nnc(SCC(=O)N3CCCCC3)o2)cc(OC)c1OC
    13	-1	1	1	1	-0.1	-2	3	-2	-2.2	30
Cc1ccnc(NC(=O)c2cccc([N+](=O)[O-])c2C)c1
    -32	-10	-34	-19	-5	-0.2	0	1	-13	-1.0	-11
COCCn1c(=O)[nH]c2cc(C(=O)N3CCN(c4ccccc4F)CC3)ccc2c1=O
    9	8	12	-1	-8	0.0	?	-5	nt	0.9	-9
CCCCCCSc1ccc([C@H]2N[C@@](CC(C)C)(C(=O)OC)[C@H]3C(=O)N(C)C(=O)[C@@H]23)cc1
    6	-9	25	14	-1	0.5	-1	-1	-9	-2.1	0

Taken from above for reference:
Results follow in this order: HIF-2a block	TRPM1 prom inh	Peg3 promoter	NR2E3 ag-1	PDI inh	aDG glyco up	Exocytosis inh	NR2E3 ag-2	CaV13 FRET inh	hiPSC survival	Vif inh
O=C(Nc1c2c(nn1-c1ccc([N+](=O)[O-])cc1)CS(=O)(=O)C2)c1ccco1
    -3	-6	-2	0	1	-0.2	-1	-5	-2	0.2	0
Cc1ccnc2nc(C(=O)OCC(=O)N3CCc4ccccc43)nn12
    14	20	-2	-3	-3	0.4	-3	1	-4	7.9	12
